High-throughput results (PubChem)
KB-V1 MDR tox: kills drug-selected multidrug resistant KB-V1 cells; KB-V1 MDR cells viability, CellTiter-Glo, 72 h; AID 1347076; 400,000 compounds, 3.4% hits; Potency, µM (series often up to 46.1 µM), without a hit: at the highest dose activity change, negative = cytotoxicity, hits mostly cytotoxic; note: potency is the fitted concentration of half-maximal effect; % is set by controls: 0 for no effect and ±100 for the full control effect; nearly all actives have a fitted effect of over 60% in size
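Drug-selected KB-V1 cells, grown in DMEM lacking phenol red with 10% FBS, receive compound titrations; after three days at 37 degrees C, surviving cell ATP is quantified by CellTiter-Glo luminescence and responses normalized and curve-fitted.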
GLP1R cytotox: cytotoxic in the GLP-1 receptor inverse agonist counter-screen; HEK293 cAMP-luciferase reporter cells, luminescence, 24 h; Potency, µM (titrated, usually from 38.3 µM), without a hit: at the top dose activity change, negative = inhibition, most hits filed as inhibitors; 410,000 compounds, 0.13% hits;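 note: loss of luciferase light is scored as toxicity; potency is the fitted concentration of half-maximal effect; % is set by controls: 0 for no effect and ±100 for the full control effect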
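Luminescence readout: signal drop marks cytotoxicity. Plated cells grew 12 h at 37 °C, 5% CO2, received 23 nL compound for 24 h, then got luciferase reagent, read after 12 min at RT.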
GLP-1R inv ag: GLP-1 receptor (human) inverse agonism | P43220 | HEK293 GLP-1R CRE-luciferase, luminescence, 24 h; GLP-1R form is constitutively active | Potency, µM (titrated, usually from 38.3 µM), without a hit: at the top dose activity change, negative = inhibition, most hits filed as inhibitors | 410,000 compounds, 1.6% hits; note: potency is the fitted concentration of half-maximal effect; % is set by controls: 0 for no effect and ±100 for the full control effect; nearly all actives have a fitted effect of over 55% in size
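HEK293 cells stably co-expressing a cAMP-responsive luciferase reporter and constitutively active GLP-1R were seeded, incubated 12 h, then exposed to compounds for 24 h at 37 C. Luminescence was read 12 min after detection reagent; inverse agonists lower signal.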
aSyn yeast inh: alpha-synuclein toxicity inhibition in yeast. Yeast expressing alpha-synuclein, growth rescue, BacTiter-Glo, 24 h. Potency, µM (doses to about 46.1 µM), inactives show at the highest dose growth rescue (activation), usual class: activators. 370,000 compounds, 0.14% hits. AID 652106; note: potency is the fitted concentration of half-maximal effect; % of control where 0% means no effect; nearly all actives have a fitted effect of over 65% in size
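Rescue of yeast growth: cells expressing toxic alpha-synuclein, induced in galactose at OD600 0.02, incubated with compound 24 h at 30 C. ATP luminescence quantified growth; inhibitors of toxicity appear as activators.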
DRD3 antagonist: blocks the human D3 dopamine receptor. P35462. D3R cells, DiscoveRx beta-arrestin luminescence, antagonist mode; hits give low values. max response, negative = inhibition, %. 360,000 compounds, 2.5% hits; in the data active = max response below about -50%; inconclusive = no clear call, values can overlap the other calls; note: % is set by controls: 0 for no effect and ±100 for the full control effect; mostly tested at two doses, the higher about 12 µM
Target sequence (P35462 whole entry, looked up): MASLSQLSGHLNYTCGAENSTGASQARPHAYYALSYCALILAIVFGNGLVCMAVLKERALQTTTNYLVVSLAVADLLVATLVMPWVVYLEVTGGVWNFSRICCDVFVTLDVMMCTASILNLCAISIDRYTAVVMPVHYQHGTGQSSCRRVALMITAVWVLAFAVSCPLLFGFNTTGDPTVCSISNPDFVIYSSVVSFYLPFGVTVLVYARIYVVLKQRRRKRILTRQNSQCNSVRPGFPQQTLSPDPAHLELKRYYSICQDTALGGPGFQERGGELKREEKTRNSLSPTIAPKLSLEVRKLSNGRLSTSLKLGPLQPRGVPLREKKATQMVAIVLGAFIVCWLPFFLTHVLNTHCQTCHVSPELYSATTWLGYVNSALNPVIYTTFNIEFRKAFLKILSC
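Cells plated overnight at 1500 cells/well, then exposed to library compounds with dopamine controls for 90 minutes at 37 degrees C. DiscoveRx reagent added for 30–60 minutes at room temperature; luminescence read, quantitative HTS format.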
TDP43 rescue: inhibitors of TDP-43 toxicity in yeast; Potency, µM (top dose mostly 46.1 µM), for inactives: at the top dose growth rescue (activation), most hits filed as activators; AID 652104; TDP-43 expressing yeast growth rescue, BacTiter-Glo, 24 h; 410,000 compounds, 1.8% hits; note: potency is the fitted concentration of half-maximal effect; % of control where 0% means no effect; nearly all actives have a fitted effect of over 50% in size
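Luminescence from BacTiter-Glo reports growth of TDP-43-expressing yeast after 24 hr at 30 deg C with compound. Cells were raffinose-pregrown to mid-log, then seeded in galactose medium at OD600=0.02.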
PTHR1 agonist: agonists of human PTHR1 parathyroid hormone receptor | HEK293 GP2 PTHR1 cells, GloSensor cAMP luminescence, 1 h | Potency, µM (titrated, usually from 115 µM), inactives show top-dose activation, hits mostly activators | 410,000 compounds, 0.075% hits | AID 743266; note: potency is the fitted concentration of half-maximal effect; nearly all actives have a fitted effect of over 55% in size; some results filed as inactive show a strong effect at the top dose; inactives centre near -15; many of its hits are not listed in these tables
Target sequence (Q03431 whole entry, looked up): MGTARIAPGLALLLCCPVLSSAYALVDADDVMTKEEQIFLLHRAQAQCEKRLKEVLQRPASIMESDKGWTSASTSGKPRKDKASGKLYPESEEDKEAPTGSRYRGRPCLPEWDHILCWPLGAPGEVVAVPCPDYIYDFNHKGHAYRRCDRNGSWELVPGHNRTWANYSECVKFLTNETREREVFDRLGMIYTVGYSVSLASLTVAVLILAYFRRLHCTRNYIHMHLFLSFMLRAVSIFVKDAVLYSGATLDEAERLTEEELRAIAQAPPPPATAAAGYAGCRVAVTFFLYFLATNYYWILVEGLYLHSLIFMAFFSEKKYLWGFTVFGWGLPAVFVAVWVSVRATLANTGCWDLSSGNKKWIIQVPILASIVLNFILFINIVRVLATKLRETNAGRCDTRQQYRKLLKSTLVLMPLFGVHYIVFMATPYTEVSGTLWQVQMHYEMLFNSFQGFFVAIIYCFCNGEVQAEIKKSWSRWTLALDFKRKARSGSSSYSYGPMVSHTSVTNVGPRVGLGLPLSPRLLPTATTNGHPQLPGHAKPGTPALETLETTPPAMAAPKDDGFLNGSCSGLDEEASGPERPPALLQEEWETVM
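HEK-293-derived GP2 cells expressing PTHR1 and a GloSensor cAMP reporter, 3,000/well, plated overnight, given luciferin plus IBMX (each 0.5 mM as added) for 1 h at 37 °C, then compound for 1 h at 37 °C. Luminescence was read after 15 min at room temperature.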
GLP1R ag: activates the human GLP-1 receptor. Potency, µM (doses to about 45.6 µM), without a hit: at the top dose activation, hits mostly activators. P43220. 380,000 compounds, 0.007% hits. HEK293 GLP-1R CRE-luciferase, luminescence, 4-6 h; cells express a hypersensitive GLP-1R form. AID 624172; note: potency is the fitted concentration of half-maximal effect; % of control where 0% means no effect
DRD3 agonist: agonists of human D3 dopamine receptor; max activation, %; D3R DiscoveRx beta-arrestin cells, luminescence, 90 min; 410,000 compounds, 0.58% hits; in the data active = max activation above about 30%; note: 0% is about no effect; mostly tested at two doses, the higher about 12 µM
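Agonist-mode cell screen: cells plated at 1500/well and incubated overnight at 37 °C, then exposed to library compounds for 90 min at 37 °C. Detection reagent was added for 30–60 min at room temperature, and luminescence was read.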
* = called active by the depositor; i = inactive; u = inconclusive; x = not tested or not shown; & = joins results of further samples; [ ] = remark or other dose. Unless noted, calls come from the whole dose curve; as a rule, active = well fitted curve in the direction sought with a large enough effect; inconclusive = small, poorly fitted or top-dose-only effect, or another doubt; inactive = no such curve, though single readings can be large; an effect the other way counts as inactive or inconclusive.

item	compound	KB-V1 MDR tox	GLP1R cytotox	GLP-1R inv ag	aSyn yeast inh	DRD3 antagonist	TDP43 rescue	PTHR1 agonist	GLP1R ag	DRD3 agonist
1	O=C(Nc1cc([N+](=O)[O-])ccc1F)C1CCN(S(=O)(=O)c2cccs2)CC1	x	-1%	11%	-3%	4	21%	-19%	-7%	0
2	O=C(CN1C(=O)c2cccnc2Oc2ccc(Cl)cc21)NCCc1ccccc1	2%&-2%	-12%&-13%	u	-6%	-11	u	-27%	0%	-4&-3
3	CCCC(=O)N1c2ccccc2C(N(C(C)=O)c2ccccc2)CC1C (stereo not drawn)	0%	10%	-6%	2%	-1	-10%	-7%[57.5 µM]	1%	-12
4	COc1cc(/C=N/n2c(-c3ccccc3)n[nH]c2=S)ccc1O	2%	-32%	16%	-5%	8	10%	-12%	12%	-1
5	CC(=O)NC(Cc1cc(C)ccc1C)C(=O)N1CCN(C(=O)Nc2ccc(C(C)=O)cc2)CC1 (stereo not drawn)	15%	-2%	-2%	-1%	11	-11%	i	-5%	8
6	CCN(CC)CCCNC(=O)c1oc2ccc(S(=O)(=O)N3CC(C)CC(C)C3)cc2c1C (stereo not drawn)	u	u	1.4µM*	0%	12	-12%	i	12%	-7
7	COc1ccc([N+](=O)[O-])cc1NCc1ccccc1	u	18%	u	-18%	-5	27%	-14%	u	1
8	COc1cc(/C=C/C(=O)NCCc2ccc(S(N)(=O)=O)cc2)ccc1OCC#N	1%	1%	18%	0%	12	17%	i	4%	2
9	Cc1cc(C(=O)N2CCC(C(=O)O)CC2)c(C(F)(F)F)o1	0%	19%	22%	2%	16	11%	i	-4%	5
10	Cc1ccc(C)c(OCCC(=O)OCC(=O)N2CCN(c3ccccc3)CC2)c1	x	6%	-7%	0%	10	u	-58%[inhibitor]	6%	7
11	COc1ccc(S(=O)(=O)N/N=C\c2ccc3c(c2)OCO3)cc1	0%	-1%	42%[activator]	4%	-22	-27%	i	9%	-13
12	C[C@@H]1CN([C@@H](C)CO)C(=O)c2cc(NC(=O)C3CCCCC3)ccc2O[C@@H](C)CCCCO[C@H]1CN(C)S(=O)(=O)c1ccc(Cl)cc1	-10%	0%	u	4%	-5	2%	-10%	0%	-3
13	CC1(C)NC(=O)N(CC(O)CN(c2cccc([N+](=O)[O-])c2)S(=O)(=O)c2ccccc2)C1=O (stereo not drawn)	u	-6%	22%	-5%	15	1%	i	13%	7
14	CCOC(=O)C1CCN(S(=O)(=O)CCNC(=O)c2ccccc2)CC1	2%	5%	6%	-8%	11	-8%	-18%	5%	6
15	COCCCN(C(=O)c1cc2c(s1)CCCCC2)c1c(N)n(Cc2ccccc2)c(=O)[nH]c1=O	u	-14%	-23%	-2%	-7	-23%	-40%[inhibitor]	8%	2
16	CCCCn1cnc2c(SCc3ccccc3)nc(N)nc21	-10%	-5%	-23%	0%	0	u	-7%	31%	0
17	COc1ccc(CN=C(NS(=O)(=O)c2cccs2)SC)cc1	-5%	-8%	-8%	9%	5	27%	-24%	-1%	5
18	CCOc1ccc(-c2cc(C(=O)NCCCN3CCCC3)c3ccccc3n2)cc1	-1%	0%	u	-3%	-11	-3%	-29%	6%	-6
19	CCOC(=O)c1cc(S(=O)(=O)NCc2ccccc2)[nH]n1	11%	-5%	10%	x	x	1%	i	x	-12
20	COc1ccc(OC)c(C(=O)CSc2nnnn2C)c1	-14%	3%	0%	0%	19	3%	i	-6%	8
21	Fc1ccccc1CNC(=S)Nc1cccc(C(F)(F)F)c1	u	6%[1.53 µM]	u	-29%	-8	u	-25%	-8%	-13
22	COC(=O)C1=C(C)N(CCCC(=O)O)C(=O)NC1c1ccccc1OS(=O)(=O)c1ccccc1[N+](=O)[O-] (stereo not drawn)	11%	-6%	19%	-1%	-9	-2%	8%	3%	9
23	Cc1cc(C(=O)COC(=O)C2=NNC(=O)CC2)c(C)n1-c1ccc(OC(F)F)cc1	5%	-4%	-3%	8%	17	-8%	i	4%	-5
24	N#CCCCCN1CCCC1	13%	-11%	2%	2%	22	16%	-11%	7%	2
25	COc1ccc(-c2cn3c(n2)sc2cc(C(=O)NCc4ccccc4)ccc23)cc1	x	-5%	32%	x	x	22%	-54%[inhibitor]	x	0
26	COc1ccc(NC(=O)CSCC(=O)Nc2nnc(CC(C)C)s2)cc1	-6%	1%	-10%	-5%	-4	0%	-7%	0%	-9
27	O=C1c2ccc([N+](=O)[O-])cc2S(=O)(=O)N1Cc1ccccc1	-1%	11%	17%	0%	-29	-60%[inhibitor]	-30%[inhibitor]	0%	-14
28	O=C(O)CC1(CC(=O)Nc2ccc3c(c2)C(=O)OC3)CCCCC1	13%	0%	6%	4%	8	-3%	i	2%	5
29	Cc1cc(-n2c(C)cc(C(=O)CSc3nc(N)cc(=O)[nH]3)c2C)no1	22%	-1%	31%[activator]	-6%	-1	-20%	-42%[inhibitor]	10%	2
30	O=C(c1cccc(C(F)(F)F)c1)N1CCN(C2CCCCC2)CC1	6%	-3%	-2%	7%	u	-17%	i	6%	-21
31	O=C(Nc1ncc(Cc2ccc(Cl)cc2)s1)c1ccc2c(c1)CC(c1ccccc1)OC2=O (stereo not drawn)	18%	2%	4%	x	x	6%	-24%	x	19
32	COc1cc2c(=O)n(CCC(=O)NCC3CCCO3)c(=O)n(CC(=O)Nc3ccccc3C)c2cc1OC (stereo not drawn)	27%&31%	2%&-1%	12%&-9%	0%	4	-3%&-6%	i	1%	14&-17
33	O=C(NNC(=S)Nc1ccccc1Cl)c1ccncc1	25%	1%	2%	0%	-12	1%	i	1%	8
34	Cc1c(Cl)cccc1NC(=O)CCn1cnnn1	0%	-2%	10%	u	x	2%	-18%	0%	6
35	Oc1ccc(/C=N/Nc2nc(N3CCCC3)nc(N3CCCC3)n2)cc1O	-12%	-28%	39%[activator]	-2%	10	0%	-16%	9%	1
36	Cc1ccc(S(=O)(=O)NCCC(=O)N2CC(C)OC(C)C2)cc1C (stereo not drawn)	-25%	7%	-28%	-4%	18	2%	-25%	1%	6
37	COC(=O)c1cc(-c2cccs2)nc2ccccc12	-15%	-8%	u	-1%	-23	u	-17%	11%	-11
38	O=C(Oc1ccc(N2C(=O)CCC2=O)cc1)c1ccccc1Cl	-3%	8%	18%	4%	1	0%	i	-4%	1
39	O=C(O)c1ccc(NC(=O)c2cccc(C(=O)Nc3ccc(C(=O)O)cc3)n2)cc1	-18%	15%	19%	-5%	-25	-34%[inhibitor]	-2%	-6%	-5
40	CCN(CC(=O)Nc1ccc(Br)c(C)c1)CC(=O)NC(C)C	-1%	8%	-23%	3%	-15	3%	-6%	-1%	-5
41	CC1(C)Cc2c(cnn2-c2ccccc2)C(NC(=O)C2(C(N)=O)CC2)C1 (stereo not drawn)	-25%	8%	22%	0%	13	-9%	i	-2%	-3
42	O=C1CSC(c2cccnc2)N1Cc1ccc(Cl)c(Cl)c1 (stereo not drawn)	-30%	1%	-8%	u	-11	18%	-82%[inhibitor]	4%	-6
43	Cc1cccc(CN2CCN(C3CN(Cc4cn(Cc5cccc(Cl)c5)nn4)S(=O)(=O)C3)CC2)c1 (stereo not drawn)	-37%	-3%	-6%	-1%	-15	15%	0%	2%	-10
44	CCC(CC)c1nnc(NC(=O)c2cc([N+](=O)[O-])ccc2N2CCOCC2)s1	3%	-9%	25%	-5%	-27	-8%	-45%[inhibitor]	1%	-14
45	CCCc1nc2c(=O)n(C)c(=O)[nH]c2n1CCC	-5%	11%	7%	-5%	-7	1%	i	-9%	1
46	COc1cc(NC(=O)COc2cc3oc(=O)cc(C)c3cc2Cl)cc(OC)c1OC	-7%	6%	13%	0%	12	2%	i	3%	-5
47	CCCN=C(C)c1c(-c2ccccc2)[nH]n(-c2nc3ccccc3s2)c1=O	8.2µM*	-4%	-1%	2%	22	28%	-2%[57.5 µM]	-1%	4
48	Cc1ccc(Cl)cc1NC(=O)CCC(=O)O	u	-10%	23%	1%	16	-6%[1.82 µM]	-3%	9%	1
49	COc1ccc(C(C)NC(=O)C2CCCO2)cc1OC (stereo not drawn)	u	-5%	6%	4%	17	-13%	-5%[57.5 µM]	6%	1
50	C=CCc1cccc(OC)c1OCCOCCNCCO	2%	-9%	u	-9%	u	-7%	-5%[57.5 µM]	2%	2
51	COC(=O)C1=C(C)N2C(=O)CSC2=NC1c1ccc2c(c1)OCO2 (stereo not drawn)	-8%	4%	18%	-1%	-9	2%	-84%	-24%	4
52	O=C(NC1CCN(C(=O)C2CCCCC2)CC1)c1ccccc1	-12%	3%	u	5%	-1	-5%	i	4%	-6
53	COc1ccc(-n2nc3c(c2NC(=O)COc2cccc(OC)c2)CS(=O)(=O)C3)cc1	-4%	-6%	17%	-1%	14	20%	i	-3%	6
54	C=CCN1CC(=O)N2Cc3[nH]c4ccccc4c3C[C@H]2C1=O	-4%	-2%	-1%	-5%	-7	13%	i	-4%	1
55	Cc1ccc(NC(NC(=O)c2ccccn2)C(Cl)(Cl)Cl)cc1 (stereo not drawn)	u	1%	0%	-8%	-27	-13%	i	-6%	-11
56	Fc1ccc(-c2csc(=S)[nH]2)cc1	17%	-7%	6%	-7%	-17	-5%[9.22 µM]	i	-1%	-12

2 entries drawn at random from those above:
item	compound	KB-V1 MDR tox	GLP1R cytotox	GLP-1R inv ag	aSyn yeast inh	DRD3 antagonist	TDP43 rescue	PTHR1 agonist	GLP1R ag	DRD3 agonist
47	CCCN=C(C)c1c(-c2ccccc2)[nH]n(-c2nc3ccccc3s2)c1=O	8.2µM*	-4%	-1%	2%	22	28%	-2%[57.5 µM]	-1%	4
52	O=C(NC1CCN(C(=O)C2CCCCC2)CC1)c1ccccc1	-12%	3%	u	5%	-1	-5%	i	4%	-6

This is a subset; the hit share may differ from the screen's.
